# sEH inh: soluble epoxide hydrolase (human) inhibition; recombinant human sEH enzymatic activity assay; inhibition, % at 2 µM; 0.34% of 91,000 active; AID 707; in the data active = inhibition above about 80%; also: values of inactives mirror those of a sister screen read the other way; many of its hits are not listed in these tables
# PLK1 inh: inhibitors of human PLK1 kinase | P53350 | recombinant PLK1 kinase, TR-FRET peptide phosphorylation | inhibition, % at 10 µM | 0.53% of 97,000 active;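 active = inhibition of 50% or more in the single-concentration screen; inactive = inhibition below 50%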;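 also: 0% = DMSO max control and 100% = H-89 dihydrochloride min control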
# DAT uptake mod: changed human dopamine transporter uptake under cocaine IC80; AID 449768; LLC-PK1 hDAT cells, [14C]-dopamine uptake with cocaine IC80; actives deviate in either direction; Q01959; 1.3% of 110,000 active; B-score at 10 µM;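 active = Z score or B-score, a plate-position-corrected score, falls beyond the plate's 99.7% confidence bounds, in either direction; inactive = both scores lie inside the 99.7% bounds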;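 also: scored against the spread of the other compound wells on the same plate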
# Target sequence (Q01959 whole entry, looked up): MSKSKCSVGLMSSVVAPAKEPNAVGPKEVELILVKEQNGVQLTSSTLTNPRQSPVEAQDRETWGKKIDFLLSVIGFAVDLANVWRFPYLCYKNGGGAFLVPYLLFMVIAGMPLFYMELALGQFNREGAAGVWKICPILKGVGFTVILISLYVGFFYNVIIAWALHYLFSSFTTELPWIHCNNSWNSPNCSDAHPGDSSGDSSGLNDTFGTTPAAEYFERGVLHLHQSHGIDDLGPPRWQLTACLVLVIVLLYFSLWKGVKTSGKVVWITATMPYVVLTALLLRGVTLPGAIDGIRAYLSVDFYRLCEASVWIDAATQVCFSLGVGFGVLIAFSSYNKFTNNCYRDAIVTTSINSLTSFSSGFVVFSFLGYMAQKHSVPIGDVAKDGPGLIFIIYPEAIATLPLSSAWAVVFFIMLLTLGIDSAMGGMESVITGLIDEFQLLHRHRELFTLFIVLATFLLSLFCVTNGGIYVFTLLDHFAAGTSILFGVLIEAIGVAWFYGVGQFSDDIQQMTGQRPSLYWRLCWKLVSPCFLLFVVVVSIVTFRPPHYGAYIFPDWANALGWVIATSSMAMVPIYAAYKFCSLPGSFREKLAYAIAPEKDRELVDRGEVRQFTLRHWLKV
# HUVEC tox TNFa: HUVEC cytotoxicity counter-screen, TNF alpha stimulated; HUVEC TNFalpha-stimulated, Hoechst cell count, imaging; 0.17% of 93,000 active; cell count reduction, % at 2 µM; AID 848;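 active = cell count reduction exceeding the screen mean by over 5 SD, scaled to untreated wells per plate, cut at about 78% in these data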;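 also: cells counted after 24 h of TNF alpha exposure following the 1 h pretreatment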
# Plk1 PBD FP: blocks phosphopeptide binding to human Plk1 polo box domain; inhibition, %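 (tested at about 20 µM)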; P53350; Plk1 PBD phosphopeptide binding, fluorescence polarization; 0.13% of 97,000 active; in the data active = inhibition above about 34%, passing the limit was not always enough
# E coli WT exp: E. coli BW25113 growth inhibition, expanded screen; OD600 absorbance; growth inhibition, % at 100 µM; 0.15% of 98,000 active; AID 710;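 active = growth inhibition above about 50% at one test dose, limit read from the data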;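 also: growth measured after 20 h incubation at 37 °C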
# VCAM1 TNFa inh: reduces TNF alpha induced VCAM1 expression in HUVEC; HUVEC TNFa-induced VCAM-1 immunofluorescence, high-content imaging; inhibition, % at 2 µM; 0.48% of 95,000 active;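 active = inhibition above the batch mean plus 3 SD, with images confirmed as a hit by eye, cut at about 37% in these data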;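 also: 0% = TNF-stimulated DMSO wells and 100% = unstimulated control wells; not every result past the cut was called active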
# cytoskel mod: cytoskeleton assembly modification; HUVEC TNFa F-actin phalloidin imaging, high content; inhibition, % at 2 µM; 0.18% of 91,000 active; AID 836;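 active = inhibition above the batch mean plus 3 SD and confirmed as a hit by visual image inspection, cut at about 30% in these data, passing the limit was not always enough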; also: strong numbers were not always called active
# HUVEC tox IL1B: toxic to HUVEC cells under IL-1B stimulation; HUVEC cell count loss, Hoechst imaging, IL-1B stimulated; cell count reduction, % at 2 µM; 0.41% of 94,000 active; AID 845;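 active = cell count reduction more than 3 SD above the screen-wide mean, cut at about 70% in these data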;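 also: normalized per plate to untreated control cells as the no-loss baseline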
# Starred values were filed as active, the others as inactive; x = not tested or not shown. Rows are unselected; overall some 3.4% were active at least once.
no.	structure	HUVEC tox TNFa	Plk1 PBD FP	VCAM1 TNFa inh	HUVEC tox IL1B	E coli WT exp
1	CCCCNC(=O)CN1CCC2(O)CCCCC2C1c1ccccc1OC (stereo unspecified)	-16	20	-4	-4	-4
2	CCC(=O)N1CCN=C1SCc1ccc(Cl)cc1	11	-11	4	-6	5
3	C=CCOc1cccc(C2C(C(=O)c3ccc(C)o3)=C(O)C(=O)N2c2nccs2)c1 (stereo unspecified)	-6	5	18	16	1
4	COc1cccc(CC(NC(C)=O)C(=O)NC2CCN(S(=O)(=O)c3cccc4ccccc34)CC2)c1 (stereo unspecified)	-18	-25	-3	-11	-4
5	O=C(NCCC1=CCCCC1)c1ccc(Br)o1	4	7	9	-20	14
6	CCCCCCn1c(-c2ccco2)nc2oc3cc(OC)ccc3c(=O)c2c1=O	-31	-12	-15	18	-15
7	Cc1cc(OCCN2CC(C)OC(C)C2)ccc1[N+](=O)[O-] (stereo unspecified)	-14	-39	-5	-49	10
8	CCSc1nc2c(c(=O)[nH]c(=O)n2C)n1Cc1ccc(Cl)cc1	-34	-7	8	-21	-7
9	COc1cc(NC(=O)c2cc3ccccc3o2)c(OC)cc1Br	-33	9	12	4	-9
10	COc1ccc(CCn2c(=S)[nH]c3cc(C(=O)NCc4ccco4)ccc3c2=O)cc1OC	10	-11	5	37	-16
11	CCn1c(C(=O)OC)cc2c1ccn2-c1ccc(F)cc1	-18	-7	-18	8	4
12	Cn1c(C(=O)N2CCOCC2)cnc1Sc1ncc(C(F)(F)F)cc1Cl	-7	0	22	-4	1

no.	sEH inh	cytoskel mod	PLK1 inh	DAT uptake mod
1	6	-4	-5	0.082
2	-13	-29	-9	-0.56
3	-8	-2	-9	0.2
4	-32	-5	-7	1.3
5	14	-2	2	0.93
6	-2	9	-8	-0.17
7	-12	14	-6	-0.18
8	20	-7	-7	0.032
9	-4	23	-7	0.01
10	29	-69	-12	x
11	-16	4	-6	-0.17
12	2	-6	-4	-2.3

# Grouped by structure: those above containing nitrogen in an aromatic ring.
no.	structure	HUVEC tox TNFa	Plk1 PBD FP	VCAM1 TNFa inh	HUVEC tox IL1B	E coli WT exp
3	C=CCOc1cccc(C2C(C(=O)c3ccc(C)o3)=C(O)C(=O)N2c2nccs2)c1 (stereo unspecified)	-6	5	18	16	1
6	CCCCCCn1c(-c2ccco2)nc2oc3cc(OC)ccc3c(=O)c2c1=O	-31	-12	-15	18	-15
8	CCSc1nc2c(c(=O)[nH]c(=O)n2C)n1Cc1ccc(Cl)cc1	-34	-7	8	-21	-7
10	COc1ccc(CCn2c(=S)[nH]c3cc(C(=O)NCc4ccco4)ccc3c2=O)cc1OC	10	-11	5	37	-16
11	CCn1c(C(=O)OC)cc2c1ccn2-c1ccc(F)cc1	-18	-7	-18	8	4
12	Cn1c(C(=O)N2CCOCC2)cnc1Sc1ncc(C(F)(F)F)cc1Cl	-7	0	22	-4	1

no.	sEH inh	cytoskel mod	PLK1 inh	DAT uptake mod
3	-8	-2	-9	0.2
6	-2	9	-8	-0.17
8	20	-7	-7	0.032
10	29	-69	-12	x
11	-16	4	-6	-0.17
12	2	-6	-4	-2.3

# (list continues)
no.	structure	HUVEC tox TNFa	Plk1 PBD FP	VCAM1 TNFa inh	HUVEC tox IL1B	E coli WT exp
13	Cc1nn(C)cc1CN(C)C(=O)c1cc2nc(-c3ccco3)cc(C(F)(F)F)n2n1	-20	-10	8	-15	-4
14	COC(=O)CCc1c(C)c(C#N)c2nc3ccccc3n2c1N1CCCC1	-27	3	34	9	-10
15	COc1cc2c(cc1NC(=O)CSc1ccccn1)oc1ccccc12	-14	16	16	-53	-2
16	CC1=C(C#N)C(Nc2ccc(C)cn2)(C(F)(F)F)C(=O)N1 (stereo unspecified)	8	8	0	-20	-2
17	Clc1ccc(OCCSc2nnnn2C2CCCCC2)cc1	2	-17	-19	5	1
18	Cc1ccccc1OCCCCCn1ccnc1	4	20	10	-2	26
19	O=C(COC(=O)C1CCN(S(=O)(=O)c2cc([N+](=O)[O-])ccc2Cl)CC1)Nc1ncc(Cl)cc1Cl	-19	3	20	-8	2
20	CC(C)(C)c1nnc2sc(SCC(=O)N3CCCc4ccccc43)nn2c1=O	-5	-7	-5	5	2
21	O=C(Nc1ccc2c(c1)OCCO2)C(c1ccc(F)cc1)N1CCCCC1 (stereo unspecified)	-10	-15	16	-4	-4
22	Cc1cc(=O)n2[nH]cc(C(=O)O)c2n1	5	-13	1	-138	x
23	CC(C)C1CC(=O)NC(SCC(=O)Nc2ccc(Br)cc2)=C1C#N (stereo unspecified)	-8	10	16	-5	-12
24	CCO/C=N/c1c(C#N)c(CC#N)nn1-c1ccccc1	-8	4	-36	1	8

no.	sEH inh	cytoskel mod	PLK1 inh	DAT uptake mod
13	2	-14	-7	3
14	-12	-2	-4	-0.77
15	-13	-3	-10	x
16	-3	-15	-11	-0.63
17	-2	26	-6	0.05
18	7	-12	1	-0.054
19	22	22	-5	-0.9
20	15	12	-3	0.032
21	-8	x	2	-0.53
22	-19	-5	-14	0.41
23	x	-19	-12	0.43
24	-11	2	-8	0.022

# Next section.
no.	structure	HUVEC tox TNFa	Plk1 PBD FP	VCAM1 TNFa inh	HUVEC tox IL1B	E coli WT exp
25	CN1CCc2c(C#N)c(N3CCCCC3)nc(NCc3ccccc3)c2C1	-22	13	7	19	13
26	COc1ccc(C2C(C#N)=C(N)Oc3c2sc2nc(C)cc(C)c32)cc1 (stereo unspecified)	-31	-17	-19	-13	2
27	Cc1cccc(N(C(=O)c2ccc(CN3CCOCC3)o2)C(C(=O)NC(C)(C)C)c2ccc(F)cc2)c1 (stereo unspecified)	2	-2	41	21	x
28	CCC(=O)N(C)C(c1ccccc1Cl)c1nnnn1-c1c(C)cccc1C (stereo unspecified)	-28	-21	7	-9	-8
29	CC(/C=N/n1c(-c2ccccc2)n[nH]c1=S)=C\c1ccco1	-23	5	-8	-9	3
30	COc1ccc(NC(=O)Cn2nnc(-c3ccc(CN4CCOCC4)cc3)n2)c(OC)c1	5	16	-8	-132	2
31	Cc1oc2nc(SCC(=O)NCc3cccnc3)nc(N)c2c1C	-20	-1	21	-12	5
32	CC1Cc2ccccc2N1C(=O)c1ccc2c(c1)nnn2C (stereo unspecified)	-14	50*	3	-21	-4
33	COc1ccc(OC)c(C2CC(=O)C(C)C(c3cc(OC)ccc3OC)N2)c1 (stereo unspecified)	-7	10	2	-4	7
34	Cc1ccc(NC(=O)COc2ccc(C(=O)NCCc3ccccc3)cc2)cc1	1	12	22	12	x
35	Cc1ccc(-c2cc(C(=O)NCc3cccnc3)no2)cc1	9	-3	-2	5	-6
36	CCN(CC)S(=O)(=O)c1ccc2nc(COC(=O)c3n[nH]c4ccccc34)[nH]c2c1	-36	-25	-2	-2	1

no.	sEH inh	cytoskel mod	PLK1 inh	DAT uptake mod
25	-1	4	-10	0.73
26	-10	12	1	0.17
27	-14	-10	-7	-1.2
28	21	29	-13	-0.89
29	4	50	-9	-0.054
30	3	-22	-20	0.25
31	-19	10	5	-0.31
32	4	-18	-6	-0.94
33	7	x	-3	-0.42
34	27	-14	-2	-1.5
35	1	-11	-9	0.44
36	-16	-3	-9	1.1

# Later entries:
no.	structure	HUVEC tox TNFa	Plk1 PBD FP	VCAM1 TNFa inh	HUVEC tox IL1B	E coli WT exp
37	COc1ccc(CCNC(=O)Cn2nnc(-c3ccccc3F)n2)cc1OC	2	-3	2	0	0
38	CCCc1cc(C(=O)OC)c(NC(=O)c2cc(C)on2)s1	-7	-3	1	-20	x
39	O=C(COc1ccc(-c2nnco2)cc1)N1CCN(S(=O)(=O)c2ccc3ccccc3c2)CC1	-15	-10	2	-1	-14
40	CC1(C)NC(=O)N(CC(O)COc2ccc(N3C(=O)c4ccccc4C3=O)cc2)C1=O (stereo unspecified)	-24	-1	12	-46	2
41	Cc1nnc(SCCn2c(Br)nc3c2c(=O)[nH]c(=O)n3C)s1	-11	38	-10	-32	-1
42	CCOc1ccc(NS(=O)(=O)c2ccc(SC)cc2)cc1	-22	1	6	-2	-9
43	O=C(N1CCOCC1)N1CCN(S(=O)(=O)N2CCOCC2)CC1	27	5	-22	-18	3
44	Cn1c(SCC(=O)c2ccc3c(c2)OCO3)nnc1-c1ccccn1	-18	-3	2	-8	0
45	O=C1NC(=O)C2(CCC(C(=O)O)C2)N1 (stereo unspecified)	3	6	18	10	x
46	Cc1nn(-c2ccc(F)cc2)c(C)c1NS(=O)(=O)c1ccc(Cl)cc1	-51	19	5	-9	-5
47	CCOc1ccc2nc(SCC(=O)Nc3ncccn3)[nH]c2c1	-11	-5	7	-28	2
48	COc1cccc(C(=O)Nc2cc([N+](=O)[O-])ccc2N2CCN(C)CC2)c1	6	14	-7	18	9

no.	sEH inh	cytoskel mod	PLK1 inh	DAT uptake mod
37	12	-1	-9	-0.83
38	4	-4	-12	-0.67
39	5	-21	4	-0.039
40	-17	1	-20	0.67
41	x	-19	-7	x
42	-4	17	-12	1.3
43	3	13	-5	0.47
44	-5	4	-11	-0.68
45	-9	0	-7	-0.081
46	5	-14	-3	0.67
47	-11	-2	37	x
48	6	24	-11	0.085

# Next structures.
no.	structure	HUVEC tox TNFa	Plk1 PBD FP	VCAM1 TNFa inh	HUVEC tox IL1B	E coli WT exp
49	COc1ccc(C(=O)N2CCCC2)cc1	-39	-13	-5	2	0
50	CC(=O)Nc1ccc(S(=O)(=O)CCC#N)cc1	-7	-17	4	7	-7
51	Oc1c(Br)cc2oc3c(c2c1CNCc1ccccc1)CCCC3	8	-21	-4	1	-16
52	COc1ccc2c(c1)CCc1c(C(=O)NCCCn3ccnc3)noc1-2	-54	31	-35	15	-1
53	CCC(CC)C(=O)NCCNC(=O)C(CC)CC	-12	0	10	-26	13
54	O=C(c1cccc2ccccc12)n1nnc2ccccc21	8	0	7	8	x
55	CN(C)CCNC(=O)c1ccccc1	-46	-7	15	-14	-10
56	Cc1nccn1-c1ncnc2sc3c(c12)CCCC3	29	2	8	6	-8
57	CN(NC(=O)NN)c1ncc(C(F)(F)F)cc1Cl	-17	5	-1	-7	15
58	O=C(CSc1nnc(-c2ccco2)o1)NC1CC2CCC1C2 (stereo unspecified)	x	5	x	-27	4
59	O=C(NCc1ccco1)c1sc(=S)n2c1[nH]c(=O)c1ccccc12	-4	13	7	-41	11
60	Cc1ccc(-c2cc(C(=O)N3CCCC3)no2)cc1	0	3	-19	2	8

no.	sEH inh	cytoskel mod	PLK1 inh	DAT uptake mod
49	-1	6	-9	-0.31
50	-5	-17	-9	-0.086
51	0	-4	-12	-0.44
52	-2	18	-5	1.9
53	6	13	-7	-1.2
54	2	-6	-8	0.18
55	11	x	2	-0.84
56	-6	-31	-11	-1.5
57	6	-4	-8	-0.38
58	14	x	-10	0.48
59	-21	-6	8	-0.81
60	2	-2	-15	1.7

# Four compounds from above with just PLK1 inh:
no. | SMILES | PLK1 inh
49 | COc1ccc(C(=O)N2CCCC2)cc1 | -9
50 | CC(=O)Nc1ccc(S(=O)(=O)CCC#N)cc1 | -9
51 | Oc1c(Br)cc2oc3c(c2c1CNCc1ccccc1)CCCC3 | -12
52 | COc1ccc2c(c1)CCc1c(C(=O)NCCCn3ccnc3)noc1-2 | -5

# (more compounds)
no.	structure	HUVEC tox TNFa	Plk1 PBD FP	VCAM1 TNFa inh	HUVEC tox IL1B	E coli WT exp
61	CCOc1cc(NC(=S)NCC2CCCO2)c(OCC)cc1NC(=O)c1ccccc1C (stereo unspecified)	-17	-34	-1	-10	-4
62	Clc1ccc(-c2ccc(/C=N/Nc3nncc(-c4ccccc4)n3)o2)cc1	-20	14	-34	0	-18
63	O=C(CCCc1c[nH]c2ccccc12)N1CCCCCC1	-16	15	-7	-45	6
64	CN(C)c1ccc(NC(=O)Oc2ccccc2)cc1	12	11	15	-5	10
65	CCc1nc(NCc2cccnc2)c2oc3ccccc3c2n1	-29	5	5	x	-2

no.	sEH inh	cytoskel mod	PLK1 inh	DAT uptake mod
61	9	-38	0	1.5
62	-8	13	-5	-0.55
63	4	26	-5	-1.5
64	7	x	2	-0.91
65	-2	20	0	0.93

# Screening results (PubChem)
